Screens from PubChem.
PGC1a acetyl inh – modulators of PGC1a acetylation; U2OS PGC1a acetylation, AlphaScreen anti-acetyl-lysine; with virally co-expressed GCN5 acetyltransferase; inhibition, % at 15.6 µM; 0.17% of 350,000 active; AID 651687;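 active means every replicate shows inhibition of at least 40%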;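 further: 0% = neutral control wells and 100% = positive control wells; some results beyond the cut were filed as inactive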
PAX8 reporter – lowers PAX8-driven luciferase in RMG-I cells | RMG-I TPO-luciferase reporter, SteadyGlo, 24 h | inhibition, % at 12.6 µM | 1.2% of 360,000 active;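 active means mean replicate inhibition at least 60% with every replicate also reaching 60%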;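 further: luciferase light reporting Pax8 driven TPO promoter activity; plate controls were median of neutral control wells for no effect and mitoxantrone controls for full effect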
miR122 inh – blocks miR-122 activity in Huh7 sensor cells; Huh7 miR-122 Renilla luciferase sensor, 48 h; neutral wells = 0, positive control = 100; AID 602342; activation (reporter increase), % at 12.5 µM; 0.3% of 340,000 active;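 active means mean replicate activation score at least 90 and every replicate individually at or above 90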;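 further: higher luciferase means less miR-122 activity so hits act as miR-122 inhibitors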
FN deposition inh – fibronectin deposition inhibition; 0.086% of 350,000 active; inhibition, % at 12.6 µM; AH1F fibroblasts, Alexa488-fibronectin deposition fluorescence, overnight;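 active means mean inhibition across replicates of 30% or more, regardless of how many single replicates reach that level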;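 further: positive control wells lacked labelled fibronectin entirely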
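test system = AH1F fibroblasts assembling fluorescent fibronectin matrix | quantity = 10000 AH1F cells per well | buffer or medium = DMEM plus 2% serum, read in PBS | doses = single dose, pinned | incubation = 1 h cell attachment, overnight exposure to compound and label | detection = fluorescence at 485 nm excitation, 525 nm emission | read-out basis = inhibition from reduced deposited-fibronectin fluorescence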
LGR2 antag – Drosophila LGR2 receptor signaling inhibition. HEK293 LGR2, CRE-luciferase, bursicon-stimulated, 4 h. inhibition, % at 9.99 µM. 0.35% of 380,000 active;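 active means drop in luminescence signal, shown as inhibition above about 50% in the replicate tests, limit read from the data, passing the limit was not always enough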;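 further: agonist challenge used bursicon conditioned medium at about half maximal strength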
EWS-Fli inh – blocks EWS/Fli oncoprotein-driven transcription. A673 NR0B1-luciferase reporter, viability-normalised. inhibition, % at 12.6 µM. 0.67% of 350,000 active. AID 651661;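 active means mean inhibition of at least 50% after viability correction, with every replicate also passing that limit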;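 further: firefly luciferase signal divided by Alamar Blue viability fluorescence both relative to DMSO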
Casp6 inh – inhibitors of human caspase-6; P55212; purified caspase-6, Z-VEID-R110 cleavage fluorescence; inhibition, % at 12.5 µM; 0.53% of 350,000 active;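 active means mean inhibition across replicates at least about 35%, with every replicate also reaching that limit, limit read from the data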;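 further: 0% = median of neutral control wells and 100% = no fluorescence left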
Target sequence (P55212 24-179 limits assumed): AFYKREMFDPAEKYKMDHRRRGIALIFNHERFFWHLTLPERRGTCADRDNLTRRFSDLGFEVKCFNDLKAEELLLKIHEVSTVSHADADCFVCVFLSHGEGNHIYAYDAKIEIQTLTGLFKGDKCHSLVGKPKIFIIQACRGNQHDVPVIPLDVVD
Target sequence (P55212 194-293 limits assumed): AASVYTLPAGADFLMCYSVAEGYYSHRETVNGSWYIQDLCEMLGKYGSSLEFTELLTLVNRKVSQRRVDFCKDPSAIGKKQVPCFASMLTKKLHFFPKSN
Cneo AK release – causes C. neoformans cell lysis; adenylate kinase release luminescence, 4 h; normalised: neutral wells 0, clomiphene wells 100; lysis activity, % at 15 µM; 0.2% of 360,000 active;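 active means mean lysis activity across replicates of at least 80%, whatever share of replicates individually reach that level; inactive means mean lysis activity below 80%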
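Assay system: C. neoformans cells. Amount: yeast cell density of 5 × 10^6 cells/mL. Technique: AK luminescence. Buffer or medium: YPD. Times: static 4 h at 37 °C with compound, 1 h detection. Dosing: single-point compound dose. Read-out: lysis from increased AK signal.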
Starred values were filed as active, the others as inactive; / = not tested or not shown; & = joins results of further samples; [ ] = remark or other dose.

SMILES	PGC1a acetyl inh	PAX8 reporter	miR122 inh	FN deposition inh	LGR2 antag	EWS-Fli inh	Casp6 inh	Cneo AK release
C[C@@H]1CCCCO[C@H](CN(C)C)[C@H](C)CN([C@@H](C)CO)C(=O)c2cc(NC(=O)NC3CCCCC3)ccc2O1	-4	0	-6[16.7 µM]	/	12	-5	/	/
COc1ccc(CC(NC(=O)c2ccccc2)C(=O)NCC(=O)O)cc1 (configuration not stated)	/	2	/	-8	-10	3	0	-3
COc1ccc(Cc2c(-c3ccc(F)cc3)nc3c4ccccc4ccn23)c(C)c1	9	10	5	5	-42	-22	4	1
O=C(/C=C/Nc1ccc(F)c(Cl)c1)c1ccccc1	-12	-60	11	-5	-66	-104	0	-1
CN(C)C(=O)CCc1ccc2c3c([nH]c2c1)[C@]1(C)[C@@H](C(=O)N2CCCCC2)C[C@H](CC(=O)NCC24CC5CC(CC(C5)C2)C4)C(=O)N1CC3	-12	10	-5	5	/	-10	12	-1
COc1ccc(C)c2sc(NC(=O)c3cccc(N4C(=O)CCC4=O)c3)nc12	/	-12	1	-10	-7	/	-3	0
CC(C)[C@H](NC(=O)[C@@H]1Cc2ccccc2CN1C(=O)OC(C)(C)C)C(=O)NC1CCCC1	-7	-4	4	-5	9	-9	-1	0
C[C@@H]1CN([C@@H](C)CO)C(=O)c2cc(NC(=O)Nc3ccc4c(c3)OCO4)ccc2O[C@@H](C)CCCCO[C@@H]1CN(C)CC1CCCCC1	-16	-13&2	2[16.7 µM]	12	1	7&17	2&-3	1
Cc1ccc(OCC(=O)Nc2ccccc2Sc2ccc(Cl)cc2)c([N+](=O)[O-])n1	6	-3	-4	-3	-9	/	/	1
COc1ccc(N2Cc3ccccc3C2)cc1Cl	5	-62	-3	-7	-39	-61	0	0
COc1ccc(-c2ccc3c(c2)[C@@H]2C[C@H]4[C@@H](C(=O)N2CC3)[C@H](C)ON4C)cc1	5	4	-8	-1	-35	0	6	-1
Cc1noc(C)c1NC(=O)Nc1ccc2c(c1)C(=O)N([C@@H](C)CO)C[C@H](C)[C@@H](CN(C)C(=O)CCCN(C)C)OCCCC[C@@H](C)O2	15	-16	8[16.7 µM]	/	-3	-6	-24	0
CCNc1ccc(C(=O)OCC)cc1NC(=O)c1cccc(N(C)C)c1	/	/	50	/	-50	31	4	/
COc1ccccc1NC(=O)N(C)C[C@H]1Oc2ncc(C#CCN(C)C)cc2C(=O)N([C@H](C)CO)C[C@H]1C	15&-2&-4	/	-4	/	5	0&-4	2&0	1&2&1
Cc1ccc(-c2ccc3c(c2)O[C@@H](CN(C)C(=O)Nc2ccccc2)[C@@H](C)CN([C@@H](C)CO)S3(=O)=O)cc1	3	56	/	3	-19	12	/	0
C[C@@H]1CN([C@@H](C)CO)C(=O)c2cccc(NS(=O)(=O)c3cn(C)cn3)c2O[C@H]1CN(C)Cc1ccc(C(F)(F)F)cc1	4	-10	13[16.7 µM]	/	2	-8	-1	1
COc1ccc(Cl)cc1NC(=O)CN(C)C(=O)c1ccc2c(c1)OCCO2	/	-1	/	-8	13	2	2	3
Cc1noc(C)c1NC(=O)Nc1cccc2c1O[C@@H](CN(C)Cc1ccncc1)[C@@H](C)CN([C@H](C)CO)C2=O	0	0	4[16.7 µM]	/	7	/	-2	1
CCC(C)NC(=O)C1CCN(S(=O)(=O)c2cccc3cccnc23)CC1 (configuration not stated)	-2	-4	-3	3	-12	-7	-1	-2
CC(=O)N1CCN(C(C)=O)c2ccccc21	/	/	5	2	4	-6	1	2
CC1(C)OC2OC3C(CN)OC(c4ccccc4)OC3C2O1 (configuration not stated)	-5	-3	-2	-1	-3	8	-3	1
CCOC(=O)C1(C)NC(c2ccc(OC)c(OC)c2)C2C(=O)N(c3cccc(C(C)=O)c3)C(=O)C21 (configuration not stated)	-16	-9	-2	-9	-7	0	0	2
O=C(Nc1ccc2c(c1)[C@H]1C[C@@H](CC(=O)N3CCOCC3)O[C@H](CO)[C@H]1O2)NC1CCCC1	21	-6	-1[16.7 µM]	0	2	-9	4	-6
O=C(NCC1CCCN(Cc2ccc3nonc3c2)C1)c1ccc(F)cc1 (configuration not stated)	7	4	0	3	-6	3	-5	-2
Cc1noc(C)c1NC(=O)N[C@H]1CC[C@H](CCNC(=O)C2CCOCC2)O[C@H]1CO	9	-2	4[16.7 µM]	/	3	2	1	51

Continued; it opens with the 4 that closed the last part.
SMILES	PGC1a acetyl inh	PAX8 reporter	miR122 inh	FN deposition inh	LGR2 antag	EWS-Fli inh	Casp6 inh	Cneo AK release
CCOC(=O)C1(C)NC(c2ccc(OC)c(OC)c2)C2C(=O)N(c3cccc(C(C)=O)c3)C(=O)C21 (configuration not stated)	-16	-9	-2	-9	-7	0	0	2
O=C(Nc1ccc2c(c1)[C@H]1C[C@@H](CC(=O)N3CCOCC3)O[C@H](CO)[C@H]1O2)NC1CCCC1	21	-6	-1[16.7 µM]	0	2	-9	4	-6
O=C(NCC1CCCN(Cc2ccc3nonc3c2)C1)c1ccc(F)cc1 (configuration not stated)	7	4	0	3	-6	3	-5	-2
Cc1noc(C)c1NC(=O)N[C@H]1CC[C@H](CCNC(=O)C2CCOCC2)O[C@H]1CO	9	-2	4[16.7 µM]	/	3	2	1	51
CC(C)CC#Cc1cnc2c(c1)C(=O)N([C@@H](C)CO)C[C@@H](C)[C@H](CN(C)S(C)(=O)=O)O2	40	/	13[16.7 µM]	-11	-9	5	1	56
C[C@H](CO)N1C[C@H](C)[C@H](CN(C)C(=O)NC2CCCCC2)Oc2ccc(NS(=O)(=O)c3cccs3)cc2C1=O	8	/	-1[16.7 µM]	-21	-1	5	0	10
Cc1[nH]n(-c2ccccc2)c(=O)c1/C=N/c1ccccn1	5	/	-3	/	13	/	/	-2
CCOC(=O)C1CCN(C(=O)C(C)Sc2nnc3ccccn23)CC1 (configuration not stated)	-12	15	-1	1	10	3	1	1
COc1ccc(NC(=O)N(C)C[C@H]2Oc3ccc(NC(=O)CCCCCC(=O)Nc4ccccc4N)cc3CC(=O)N([C@H](C)CO)C[C@@H]2C)cc1	-8	8	/	/	-4	-13	2	/
Cc1noc(C)c1S(=O)(=O)N1CCCc2nc(-c3ccc(Br)cc3)ccc21	/	23	/	9	-12	4	-2	/
CCN(CC)S(=O)(=O)c1ccc(N2CCOCC2)c(NC(=O)CC2OC(=O)c3ccccc32)c1 (configuration not stated)	-12	/	7	7	-8	-4	0	1
C[C@@H]1CN([C@@H](C)CO)C(=O)CCCn2nncc2CO[C@@H]1CN(C)Cc1ccc(C(F)(F)F)cc1	-4	/	1[16.7 µM]	1	-7	-12	4	-13
COc1ccc(CCN(C)CCCC(C#N)(c2cc(OC)c(OC)c(OC)c2)C(C)C)cc1OC (configuration not stated)	1	7	-1	4	4	9	-2	0
O=C(COC(=O)COc1ccc(Cl)cc1Cl)NC1CCCCCC1	1	-6	/	-12	0	0	2	-3
COc1ccc(C(=O)CC(=O)C(=O)Nc2ccc(Cl)cc2)cc1	/	-48	-5	0	-25	47	1	-1
Cc1ccccc1C(=O)N1CCC(C(=O)N2CCCc3ccccc32)CC1	19	25	-3	1	-14	-16	1	0
O=C(COc1ccccc1F)NNC(=O)c1cccc(-n2cccc2)c1	/	1	1	/	-9	4	0	-1
CN(Cc1nccs1)C(=O)CC1C(=O)NCCN1Cc1ccc(-c2ccccc2)cc1 (configuration not stated)	8	17	1	-2	34	6	-3	7
COc1ccc(CN2CCN(C(=O)c3ccc(S(=O)(=O)N4CCCCCC4)cc3)CC2)cc1	/	35	-8	0	12	31	3	-6
Cc1cc(Cn2nc(-c3ccccc3C)cc2C(=O)O)on1	/	-1	1	5	-12	-14	1	-4
CCc1csc(CNC(=O)C2CCC(=O)N(Cc3cccc(OC)c3)C2)n1 (configuration not stated)	-16	-3	-8	-1	0	-4	0	2
CS(=O)(=O)N(CC(=O)Nc1cccc([N+](=O)[O-])c1)c1ccccc1	/	-4	/	-1	-11	0	-7	/
Cc1noc(C)c1S(=O)(=O)N(C)C[C@@H]1OCc2ccccc2-c2ccccc2C(=O)N([C@H](C)CO)C[C@H]1C	2	-13	/	-5	-3	0	0	0
CC[C@]12c3[nH]c4cc(CCC(=O)N(C)C)ccc4c3CCN1C(=O)[C@@H](CC(=O)NC(C)(C)C)C[C@@H]2C(=O)N1CCN(C(=O)c2ccco2)CC1	-6	23	3	1	-2	5	1	1
Cc1ccnc(NC(=O)CCC(=O)N(CC(=O)NCc2ccccc2)Cc2ccc(F)cc2)c1	/	24	2	-11	13	-14	0	-2
COC(=O)C(CC#Cc1ccc2c(c1)[C@]1(C(=O)N2)[C@H](C(=O)N2CCCCCCC2)[C@H]2C(=O)O[C@H](c3ccccc3)[C@H](c3ccccc3)N2[C@@H]1c1ccc(OCCO)cc1)C(=O)OC	/	-2	/	/	/	7	0	-2
CSc1nccc(N2CCN(c3ccc(F)cc3)CC2)n1	1	16	-1	-5	-10	-8	-3	2
CC(=O)Nc1ccc(SCc2csc(C)n2)cc1	/	-83	0	-3	-1	-17	-2	0
CCNC(=O)[C@H]1[C@H](CO)[C@H]2Cn3c(ccc(-c4ccccc4F)c3=O)[C@@H]1N2Cc1cccnc1	/	-4	-3[16.7 µM]	/	-15	-1	5	3
Cc1cccc2c1-c1sc(C(=O)Nc3nccs3)cc1CO2	-3	-207	16	-4	-40	-104	-1	-2
C[C@@H]1CN([C@@H](C)CO)C(=O)c2cc(/C=C/c3ccccc3)cnc2O[C@H]1CN(C)Cc1cccc(C(=O)O)c1	-10	-12	11[16.7 µM]	/	-2	4	1	2
CO[C@H]1CN(C)C(=O)c2ccc(NS(C)(=O)=O)cc2OC[C@@H](C)N(S(C)(=O)=O)C[C@@H]1C	12	-14	/	1	19	-8	0	50
CCOc1ccccc1-c1nc(-c2ccc(NC(=O)Cc3ccccc3OC)cc2)no1	-27	36	8	-9	/	/	/	1

Three of these compounds, set out differently:
Below each compound – PGC1a acetyl inh, PAX8 reporter, miR122 inh, FN deposition inh, LGR2 antag, EWS-Fli inh, Casp6 inh, Cneo AK release
- CCOC(=O)C1CCN(C(=O)C(C)Sc2nnc3ccccn23)CC1 (configuration not stated)
  -12, 15, -1, 1, 10, 3, 1, 1
- COc1ccc(NC(=O)N(C)C[C@H]2Oc3ccc(NC(=O)CCCCCC(=O)Nc4ccccc4N)cc3CC(=O)N([C@H](C)CO)C[C@@H]2C)cc1
  -8, 8, /, /, -4, -13, 2, /
- Cc1noc(C)c1S(=O)(=O)N1CCCc2nc(-c3ccc(Br)cc3)ccc21
  /, 23, /, 9, -12, 4, -2, /
